Pax4 gene expression: activators of Pax4 gene expression, primary screen, RT-PCR, mouse alpha TC1 cells, single point (AID 1053180). mouse alpha TC1 cells, Pax4 mRNA qPCR, 6 days; hits give high values; 100% = Pax4 plasmid added at qPCR. activation, % at 10 µM. 0.2% of 9,600 active;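 active = highest normalized replicate activity of 15 or more, or at least half the replicates reach 15 or more; inactive = neither condition met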;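 note: pax4 Ct normalized to GAPDH with activation seen as lower delta delta Ct; plate controls were plate neutral control wells for no effect and Pax4 plasmid positive control for full effect; each compound tested in two replicate wells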
DLD1 CTGF mRNA: YAP1 pathway inhibitors via CTGF transcript, primary screen, DLD1 colon cancer cells, RT-qPCR, single point (AID 743449). DLD1 CTGF mRNA qPCR, 24 h; hits give high values. 0.9% of 9,900 active. inhibition, % at 12.5 µM;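 active = mean normalized replicate activity at least 50 and at least half of replicates each reaching 50; inconclusive = only one of the two criteria met; inactive = neither criterion met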;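 note: 0% = neutral control wells and 100% = dasatinib control wells; higher means stronger suppression of CTGF expression like dasatinib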
Active calls of the source: *; u = inconclusive; x = no result given; & = joins results of further samples.

Compound	Pax4 gene expression	DLD1 CTGF mRNA
CCCNC(=O)N1C[C@H](C)[C@@H](OC)CN(C)C(=O)c2ccc(NC(=O)CC)cc2OC[C@@H]1C	0.0	28
O=C(O)C[C@@H]1C[C@@H]2c3cc(NC(=O)Nc4ccc(C(F)(F)F)cc4)ccc3O[C@@H]2[C@@H](CO)O1	0.0	-2
C[C@@H]1CN([C@@H](C)CO)C(=O)CCCn2nncc2CO[C@H]1CN(C)C(=O)Nc1cccc(Oc2ccccn2)c1	0.0	-21
C[C@@H]1CCCCO[C@H](CN(C)C(=O)Cc2ccccc2)[C@H](C)CN([C@H](C)CO)C(=O)c2cc(NS(C)(=O)=O)ccc2O1	0.0	0
N#C[C@@H]1[C@@H](c2ccccc2-c2cccc(F)c2)[C@@H](CO)N1C(=O)C1CC1	0.0	-30
COc1ccc2c3c([nH]c2c1)[C@H](CO)N(Cc1ccccc1F)CC31CN(CC2CC2)C1	0.0	-12
COc1cccc(C#Cc2ccc3c(c2)[C@@H]2[C@@H](CCN2C(=O)c2ccccc2F)[C@@H](CO)N3)c1	0.0	5
C[C@H](NC(=O)C[C@@H]1C=C[C@H](NS(=O)(=O)c2cccc(F)c2)[C@H](CO)O1)c1ccccc1	0.0	31
CCC(=O)N1[C@H](CO)[C@H](c2ccc(C3=CCCC3)cc2)[C@@H]1CNC1CCCCC1	0.0	0
CN1C(=O)c2cc(NC(=O)c3cnccn3)ccc2OC[C@H]2O[C@@H](CC(=O)NCC3CCCCC3)CC[C@H]21	0.0	-11
COCC#Cc1ccc([C@@H]2[C@H]3CN(C(=O)C4CCCCC4)CC(=O)N3[C@H]2CO)cc1	0.0	-44
CO[C@@H]1CC[C@@H]2CCN(C)C(=O)[C@@H](C)N(C)C(=O)c3cccc(C#N)c3OC[C@@H]1O2	0.0	-14
COCC(=O)N1CC2(C1)CN(Cc1nccs1)[C@@H](CO)c1c2c2ccc(OC)cc2n1C	0.0	4
O=C(C[C@H]1CC[C@@H](NC(=O)c2ccc3c(c2)OCO3)[C@H](CO)O1)NCc1ccc(Oc2ccccc2)cc1	0.0	8
Cc1cccc(S(=O)(=O)N2[C@@H]3Cn4c(cccc4=O)[C@H]2[C@@H](C(=O)N(C)C)[C@@H]3CO)c1	0.0	17
O=C(CC1CC1)N1[C@@H](CO)[C@@H]2c3ccccc3N(S(=O)(=O)c3ccccc3F)C[C@@H]21	0.0	-43
COCC(=O)N1[C@H](CO)[C@@H]2c3ccccc3N(C(=O)Nc3ccccc3Cl)C[C@@H]21	0.0	-12
CN1C(=O)c2cc(NC(=O)Nc3ccccc3Cl)ccc2OC[C@@H]2O[C@H](CC(=O)O)CC[C@@H]21	0.0	-5
C/C=C/c1ccc([C@@H]2[C@H](CO)N(C(=O)CN(C)C)C23CN(C(=O)C2CCOCC2)C3)cc1	x	7
CO[C@H](CN(C)S(=O)(=O)c1cn(C)cn1)[C@@H](C)CN(C(=O)Nc1ccc(C(F)(F)F)cc1)[C@@H](C)CO	0.0	7
CN1CCN(C(=O)c2cc3c(c(-c4cccc(C#CCC5CCCC5)c4)n2)[C@H](CCO)N(S(=O)C(C)(C)C)C3)CC1 (stereo partly specified)	0.0	-24
C[C@H]1CN([C@@H](C)CO)C(=O)Cc2cc(NS(=O)(=O)c3ccc(F)cc3)ccc2O[C@@H]1CN(C)Cc1ccncc1	0.0	-20
COc1ccccc1CNC(=O)C[C@@H]1C=C[C@@H](NC(=O)CC2CC2)[C@H](CO)O1	0.0	3
N#Cc1cccc(-c2ccc([C@@H]3[C@H]4CN(Cc5ccccc5F)CCCCN4[C@H]3CO)cc2)c1	0.0	-53

Whole records, looked up by structure. Screens in order: Pax4 gene expression, DLD1 CTGF mRNA
`COc1ccccc1CNC(=O)C[C@@H]1C=C[C@@H](NC(=O)CC2CC2)[C@H](CO)O1` is entered as 0.0, 3
`N#Cc1cccc(-c2ccc([C@@H]3[C@H]4CN(Cc5ccccc5F)CCCCN4[C@H]3CO)cc2)c1` is entered as 0.0, -53

The list goes on.
Compound	Pax4 gene expression	DLD1 CTGF mRNA
O=C(Nc1ccc2c(c1)[C@H]1C[C@@H](CC(=O)N3CCCCC3)O[C@@H](CO)[C@H]1O2)NC1CCCCC1	0.0	7
N#C[C@@H]1[C@H](c2ccccc2-c2cccc(F)c2)[C@@H](CO)N1C(=O)CN1CCOCC1	0.0	-15
CCCNC(=O)N(C)C[C@@H]1Oc2cc(C#C[C@H](C)O)ccc2S(=O)(=O)N([C@@H](C)CO)C[C@H]1C	0.0	-5
COc1ccccc1NC(=O)N1[C@@H](C#N)[C@H](c2ccccc2)[C@@H]1CO	0.0	-3
CCCNC(=O)N1[C@H](C#N)[C@H](c2ccccc2C2=CCCCC2)[C@@H]1CO	0.0	-22
CCCC(=O)N1CCC2(CC1)CN(Cc1ccc(Cl)cc1)[C@@H](CO)c1[nH]c3cc(OC)ccc3c12	0.0	-92
COc1cccc(-c2ccc3n(c2=O)C[C@H]2N[C@@H]3[C@@H](C(=O)N3CCCCC3)[C@@H]2CO)c1	0.0	-14
C[C@@H]1CN([C@@H](C)CO)C(=O)CCCn2nncc2CO[C@@H]1CN(C)S(=O)(=O)c1ccc(Oc2ccccc2)nc1	0.0	u

A draw from above in order of length of the SMILES, highest first.
Compound	Pax4 gene expression	DLD1 CTGF mRNA
CCCNC(=O)N(C)C[C@@H]1Oc2cc(C#C[C@H](C)O)ccc2S(=O)(=O)N([C@@H](C)CO)C[C@H]1C	0.0	-5
COc1cccc(-c2ccc3n(c2=O)C[C@H]2N[C@@H]3[C@@H](C(=O)N3CCCCC3)[C@@H]2CO)c1	0.0	-14
CCCC(=O)N1CCC2(CC1)CN(Cc1ccc(Cl)cc1)[C@@H](CO)c1[nH]c3cc(OC)ccc3c12	0.0	-92
N#C[C@@H]1[C@H](c2ccccc2-c2cccc(F)c2)[C@@H](CO)N1C(=O)CN1CCOCC1	0.0	-15
COc1ccccc1NC(=O)N1[C@@H](C#N)[C@H](c2ccccc2)[C@@H]1CO	0.0	-3

Remaining list, next part
Compound	Pax4 gene expression	DLD1 CTGF mRNA
Cc1ccc(S(=O)(=O)Nc2ccc3c(c2)C(=O)N([C@@H](C)CO)C[C@H](C)[C@H](CN(C)S(=O)(=O)c2cccs2)OCCCC[C@@H](C)O3)cc1	0.1	27
CN1C(=O)c2cc(NC(=O)c3cccc(F)c3)ccc2OC[C@H]2O[C@@H](CC(=O)NCC3CCCCC3)CC[C@H]21	0.0&0.0	-60&-123
CC(C)CC#Cc1ccc([C@@H]2[C@H]3CN(C(=O)c4cccc(F)c4)CC(=O)N3[C@H]2CO)cc1	0.0	-23
O=C(C1CCOCC1)N1CC(=O)N2[C@@H](CO)[C@H](c3ccc(C#CC4CCCCC4)cc3)[C@@H]2C1	0.0	19
Cc1noc(C)c1S(=O)(=O)N(C)C[C@H]1OCCCC[C@H](C)Oc2ccc(N(C)C)cc2C(=O)N([C@H](C)CO)C[C@@H]1C	0.0	3
N#Cc1ccc(-c2ccc([C@H]3[C@H]4CNCC(=O)N4[C@H]3CO)cc2)cc1	0.0	-14
O=C(N[C@@H]1C=C[C@H](CC(=O)N2CCN(c3ccccc3)CC2)O[C@H]1CO)c1ccccc1	0.0	-69
C[C@H]1CN([C@@H](C)CO)C(=O)c2c(c3ccccc3n2C)-c2ccccc2CO[C@H]1CN(C)C(=O)[C@@H](Cc1ccccc1)N(C)C	0.1	11

Additional compounds follow:
Molecule,Pax4 gene expression,DLD1 CTGF mRNA
CS(=O)(=O)N1CC(=O)N2[C@H](C1)[C@@H](c1ccc(C#Cc3ccc(F)cc3)cc1)[C@@H]2CO,0.0,63*
CCS(=O)(=O)Nc1ccc2c(c1)C(=O)N(C)C[C@@H](OC)[C@H](C)CN(CC1CCCCC1)[C@H](C)CO2,0.0,24
COc1cccc(S(=O)(=O)N(C)C[C@@H]2OCc3ccccc3-c3c(n(C)c4ccccc34)C(=O)N([C@H](C)CO)C[C@H]2C)c1,0.1,3
CCCC(=O)N1C[C@H]2[C@@H](c3ccccc31)[C@H](CO)N2C(=O)Nc1ccc(F)cc1,0.0,-25
CN1C(=O)c2cc(NC(=O)Nc3ccccc3Cl)ccc2OC[C@H]2O[C@@H](CC(=O)O)CC[C@H]21,0.0,-16
COCC(=O)Nc1ccc2c(c1)[C@@H]1C[C@H](CC(=O)N[C@@H](C)c3ccccc3)O[C@@H](CO)[C@@H]1O2,0.0,6
C[C@@H]1CN([C@@H](C)CO)C(=O)c2cc(NC(=O)Nc3ccccc3)ccc2O[C@@H]1CN(C)Cc1ccccc1,0.0,2
O=C(C[C@@H]1C=C[C@H](NC(=O)c2ccc3c(c2)OCO3)[C@H](CO)O1)NC1Cc2ccccc2C1,0.0,3
C[C@H](CO)N1C[C@H](C)[C@@H](CN(C)Cc2ccccc2)Oc2c(NC(=O)Cc3cn(C)c4ccccc34)cccc2C1=O,14*,-167
COc1ccc2c3c(n(C)c2c1)[C@H](CO)N(Cc1ccccc1Cl)CC31CN(C(=O)CN(C)C)C1,0.0,31
O=C(Nc1ccc2c(c1)[C@H]1C[C@@H](CC(=O)N3CCc4ccccc4C3)O[C@@H](CO)[C@H]1O2)c1ccc2c(c1)OCO2,0.0,62*
O=C(C[C@@H]1C[C@H]2c3cc(NS(=O)(=O)c4ccc(F)cc4)ccc3O[C@H]2[C@@H](CO)O1)NCc1cccnc1,0.0,2
O=C(C[C@H]1C[C@H]2c3cc(NC(=O)C4CCOCC4)ccc3O[C@H]2[C@H](CO)O1)NCc1cccnc1,0.0,-39
C[C@@H]1CN([C@H](C)CO)C(=O)c2cccc(NC(=O)NC3CCCCC3)c2O[C@@H]1CN(C)Cc1ccc(C(F)(F)F)cc1,0.0,-55
COc1ccc(CN(C)C[C@@H]2OCCCC[C@@H](C)Oc3ccc(NC(=O)C4CCCCC4)cc3C(=O)N([C@H](C)CO)C[C@@H]2C)cc1,0.0,-12
C[C@@H]1CN([C@H](C)CO)C(=O)c2cc(N(C)C)ccc2O[C@@H]1CN(C)CC1CCCCC1,0.0,15
O=C1N[C@@H](c2ccccc2)COCc2cn(nn2)CC[C@H]1Cc1cccc(Cl)c1,0.0,-16
CC(=O)N1[C@@H](CO)[C@H](c2ccccc2)[C@@H]1CN(CC1CCC1)C(=O)CN(C)C,0.0,-7
C/C=C/c1ccc(C2[C@H]3CNC[C@@H]2N3Cc2ccc(OC)cc2)cc1 (stereo partly specified),0.0,8
COc1ccc(NC(=O)N(C)C[C@H]2OCc3cnnn3CCCC(=O)N([C@H](C)CO)C[C@@H]2C)c(OC)c1,0.0,-79
O=C(C[C@@H]1CC[C@H](NC(=O)CC2CC2)[C@@H](CO)O1)NCC(F)(F)F,0.0,17
COc1cccc(CNC(=O)C[C@H]2CC[C@H]3[C@H](COc4ccc(NC(=O)c5cccs5)cc4C(=O)N3C)O2)c1,0.0,-3
O=C(C[C@H]1C[C@H]2c3cc(NS(=O)(=O)c4ccc(F)cc4)ccc3O[C@H]2[C@H](CO)O1)NCCN1CCCCC1,0.0,-24
CO[C@@H]1CN(C)C(=O)c2cc(NC(=O)c3cccc(F)c3)ccc2OC[C@H](C)N(C)C[C@H]1C,0.0,-17
CS(=O)(=O)N1CC(=O)N2[C@@H](CO)[C@@H](c3ccc(C#CCC4CCCC4)cc3)[C@@H]2C1,0.0,-11
COCC(=O)N1C[C@@H](C)[C@H](OC)CN(C)C(=O)c2ccc(NC(=O)c3ccc(-c4ccccc4)cc3)cc2OC[C@H]1C,0.0,-18
C/C=C/c1cnc2c(c1)C(=O)N([C@H](C)CO)C[C@@H](C)[C@@H](CN(C)C(=O)Nc1cccc(OC)c1)O2,0.0,29
O=C(NCCc1ccncc1)[C@H]1[C@H](CO)[C@H]2Cn3c(ccc(-c4ccccc4)c3=O)[C@H]2N1C(=O)C1CC1,0.0,-26
C[C@H](CO)N1C[C@H](C)[C@H](CN(C)C(=O)c2cc(Cl)cc(Cl)c2)OCc2ccccc2-c2ccccc2C1=O,0.0,11
CO[C@H]1CC[C@H]2CCOc3ccc(C#N)cc3C(=O)N(C)C[C@H](c3ccccc3)CC(=O)N(C)C[C@H]1O2,0.0,-24
O=C(C[C@H]1CC[C@@H](NC(=O)C2CC2)[C@H](CO)O1)Nc1ccccc1,0.0,14
CCCC#Cc1ccc2c(c1)[C@@H]1[C@@H](CCN1S(=O)(=O)c1cccc(F)c1)[C@@H](CO)N2C,0.0,8
CO[C@@H]1CN(C)C(=O)c2ccc(NS(=O)(=O)c3c(C)noc3C)cc2OC[C@@H](C)NC[C@@H]1C,0.0&0.0,-11&-12
CN1C(=O)c2cc(NC(=O)c3cccc(F)c3)ccc2OC[C@@H]2O[C@@H](CC(=O)NCC3CCCCC3)CC[C@@H]21,0.0,u
CCCC(=O)N1CC2(CN(C(=O)NC(C)C)C2)c2c([nH]c3cc(OC)ccc23)[C@@H]1CO,0.0,-37
N#C[C@@H]1[C@@H](c2ccc(C#Cc3ccccc3F)cc2)[C@@H](CO)N1C(=O)c1cccnc1,0.0,36
COc1ccc(CNC(=O)C[C@H]2C=C[C@@H](NC(=O)c3cccc(F)c3)[C@H](CO)O2)cc1,0.0,15
C[C@@H]1CN([C@H](C)CO)C(=O)c2cccc(NC(=O)Nc3ccc4c(c3)OCO4)c2O[C@@H]1CN(C)S(C)(=O)=O,0.0,-10
COc1ccc2c3c(n(C)c2c1)[C@H](CO)N(C)CC31CCN(C(=O)CN2CCOCC2)CC1,0.0,-41
CCS(=O)(=O)Nc1ccc2c(c1)C(=O)N(C)[C@@H]1CC[C@H](CC(=O)N[C@H]3CCN(Cc4ccccc4)C3)O[C@H]1CO2,0.0,14

Only part of the results is shown; the hit share may differ from the screen's.
